Screening results from PubChem BioAssay.
GPR35 antagonists: inhibition of zaprinast-stimulated GPR35 beta-arrestin translocation – imaging, U2OS, beta-arrestin-GFP, zaprinast agonist, primary screen (AID 2058); U2OS GPR35 beta-arrestin-GFP translocation imaging, zaprinast antagonism; higher % means a stronger effect; one-dose inhibition, % at 10 µM; IC50 in µM for titrated hits; 290,000 compounds, 0.052% hits;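 active means inhibition of at least 50% with at least 30 cells and total cytoplasm GFP at most 10,000,000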
GPR55 LPI antagonism: GPR55 antagonists blocking LPI-driven arrestin recruitment, primary screen, imaging, U2OS, beta-arrestin-GFP, LPI agonist (AID 2013) | inhibition, % at 10 µM; hits with a dose series show IC50 in µM | U2OS GPR55 beta-arrestin-GFP translocation imaging, LPI antagonism; higher % means a stronger effect | 290,000 compounds, 0.13% hits;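 active means spots per cell inhibited over 60%, with over 100 cells counted and total cytoplasm intensity under 500,000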;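 further: U2OS cells stably carrying GPR55 and arrestin-GFP stimulated by 5 µM LPI near EC80; imaged beta-arrestin-GFP aggregate spots per cell after agonist stimulation; plate controls were LPI-stimulated DMSO wells for no effect and DMSO wells without LPI for full effect; some results filed as inactive read as strong as hits; confirmed hits need IC50 under 10 µM and bright autofluorescent wells are also inconclusive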
KOR beta-arrestin-1: KOR antagonists, beta-arrestin recruitment, cell-based, luminescence, uHTS (AID 1778); KOR beta-arrestin recruitment, luminescence, antagonist mode; higher % means a stronger effect; inhibition, % at 10 µM, or IC50 in µM where a hit was titrated; 290,000 compounds, 0.091% hits; in the data active means inhibition above about 50%; further: strong numbers were not always called active
NOD1 inhibition: inhibition of NOD1-driven NF-kB reporter – cell-based, luminescence, uHTS, primary screen (AID 1578). NOD1-driven NF-kB luciferase reporter cells, luminescence; higher % means a stronger effect. 290,000 compounds, 1% hits. inhibition, % at 4 µM, or EC50 in µM where a hit was titrated; in the data active means inhibition mostly above about 36%, no sharp cut-off; inactive means mostly below about 34%;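 further: HEK-293T reporter cells stimulated with the NOD1 agonist gamma-tri-DAP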
NTR1 ag: NTR1-driven beta-arrestin-GFP spot formation – imaging, U2OS cells, high content, primary screen (AID 493036); agonist mode; 330,000 compounds, 0.17% hits; activation, % at 20 µM; P30989;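 active means activation at or above 40% of the spot to cytoplasm intensity ratio, with at least 20 cells analyzed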;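 further: 0% = DMSO without peptide and 100% = 100 nM NTR1 peptide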
Target sequence (P30989 whole entry, looked up): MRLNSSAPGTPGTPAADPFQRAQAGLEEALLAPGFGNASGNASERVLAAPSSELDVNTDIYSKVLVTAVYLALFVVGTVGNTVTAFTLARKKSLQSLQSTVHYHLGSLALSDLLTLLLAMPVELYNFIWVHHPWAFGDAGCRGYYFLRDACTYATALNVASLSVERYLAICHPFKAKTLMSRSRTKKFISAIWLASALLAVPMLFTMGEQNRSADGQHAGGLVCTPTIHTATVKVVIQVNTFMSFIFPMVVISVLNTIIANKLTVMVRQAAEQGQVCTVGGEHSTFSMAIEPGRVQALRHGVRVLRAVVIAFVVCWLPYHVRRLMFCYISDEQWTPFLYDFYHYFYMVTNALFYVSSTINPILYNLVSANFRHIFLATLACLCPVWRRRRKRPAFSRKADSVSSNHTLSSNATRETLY
KOR beta-arrestin-2: KOR agonists, beta-arrestin recruitment, primary screen, cell-based, luminescence, uHTS (AID 1777) | KOR beta-arrestin recruitment, luminescence; higher % means a stronger effect | activation, % at 10 µM; hits with a dose series show EC50 in µM | 280,000 compounds, 0.02% hits; in the data active means activation above about 50%, passing the limit was not always enough; further: a part of the inactive calls stands beside numbers as strong as those of hits
K1F lysis inhibition: protection from phage-mediated lysis, alamar blue read-out – E. coli UTI89, K1F phage, bacterial capsule biogenesis inhibitors (AID 488966). E. coli UTI89 K1F phage lysis, alamar blue, 2 h; higher % means a stronger effect. inhibition, % at 100 µM; hits with a dose series show IC50 in µM. 340,000 compounds, 0.02% hits;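 active means phage lysis inhibition, versus mean bacterial control, above a set limit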;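 further: capsule biogenesis inhibitors block K1F phage lysis so surviving cells raise fluorescence; higher fluorescence means more inhibition of phage lysis; actives were called in the ten point dose series up to 300 µM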
GPR55 activation: GPR55 agonists via beta-arrestin recruitment, primary screen, imaging, U2OS cells, beta-arrestin-GFP redistribution (AID 1961); U2OS GPR55 beta-arrestin-GFP redistribution imaging; higher % means a stronger effect; one-dose activation, % at 10 µM; EC50 in µM for titrated hits; 290,000 compounds, 0.048% hits;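 active means activation above 40% with more than 50 cells counted in the well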;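 further: U2OS osteosarcoma cells stably expressing GPR55 and beta-arrestin-GFP; plate controls were DMSO negative control for no effect and LPI positive control for full effect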
MgcRacGAP inhibition: MgcRacGAP GTPase-activating activity inhibitors, confirmation, biochemical, ADP Hunter fluorescence; MgcRacGAP-stimulated Rac1 GTP hydrolysis, ADP Hunter fluorescence; higher % means a stronger effect; GST-tagged Rac1 F28L mutant substrate; inhibition, % at 30 µM, or IC50 in µM where a hit was titrated; 340,000 compounds, 0.6% hits;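 active means first-screen hits whose inhibition reached a set limit at any dose in the follow-up dose series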;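 further: fluorescence reports GDP produced by GAP-driven GTP hydrolysis; strong numbers were not always called active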
NTR1 ag cell count 20 µM: also measured in NTR1 ag; calls as there; cell count; measured here: cell count, cytotoxicity flag
* hit, by the source's call; nt = not tested or not shown; [ ] = dose if it differs, or a comment.

SMILES	GPR35 antagonists	GPR55 LPI antagonism	KOR beta-arrestin-1	NOD1 inhibition	NTR1 ag	NTR1 ag cell count 20 µM	KOR beta-arrestin-2	K1F lysis inhibition	GPR55 activation	MgcRacGAP inhibition
CN(C)c1nc(/C=C(\C#N)C(N)=O)c(Cl)n1-c1ccc(F)cc1	7.4%	2.8%	-26.3%	-6.6%	1.2	44	4.5%	2.3%	-0.4%	7.3%
Cc1c(O)ccc2c(CN(C)Cc3ccccc3)cc(=O)oc12	11.4%	10.5%	5.5%	5.8%	10.8	55	1.9%	0.1%	-0.1%	15.7%
Clc1c(-c2ccccc2)nc2ccccn12	-2.4%	-3.8%	20.1%[20 µM]	-51.9%	1.8	50	-2.1%	0.0%	-0.1%	3.1%
CC1(C)Cc2cccc(OCC(=O)NC3CC3)c2O1	-2.0%	-8.2%	-52.4%	-1.6%	0.6	74	-3.9%	0.2%	0.2%	0.3%
COc1ccc(CC(=O)NCCC(C)C)cc1S(=O)(=O)N1CCOCC1	-2.7%	-11.2%	9.8%	-39.2%	-0.4	62	-3.5%	0.7%	0.2%	4.9%
O=C(CCS(=O)(=O)c1ccc(Cl)cc1)OCC(=O)N1CCCCC1	8.5%	-5.6%	-4.7%	6.1%	-0.3	34	-3.7%	-0.2%	0.0%	0.1%
Cc1cc(C(F)(F)F)c(C#N)c(N2CCOCC2)n1	-14.7%	-4.6%	-23.8%	-9.0%	0.2	56	1.4%	0.2%	0.6%	1.5%
Nc1c(Cl)cc(Cl)cc1C(=O)OCC(=O)N1CCOCC1	20.8%	1.4%	-10.7%	-14.2%	-0.6	41	-7.5%	0.1%	-0.2%	5.1%
CCn1c(SCC(=O)Nc2nc(-c3ccc(C)cc3)cs2)nnc1-c1ccccc1O	-5.0%	23.3%	-7.3%	42.7%	24.6	57	-1.0%	0.3%	0.2%	8.6%
Cc1n[nH]c(C)c1S(=O)(=O)N1CCCC(C(=O)NC2CCCCC2)C1 (stereo not drawn)	-1.6%	15.4%	1.9%	-1.6%	2.0	66	-4.9%	-0.5%	0.3%	5.2%
CN(C(=O)C1CCCO1)c1nnc(-c2ccncc2)s1 (stereo not drawn)	-0.2%	2.0%	26.5%	-0.2%	-4.6	81	-2.1%	-0.8%	0.2%	-0.5%
C1CCCCCC2(CCCCC1)OCC(CN1CCOCC1)O2 (stereo not drawn)	5.0%	-4.8%	-11.5%	-17.8%	-0.6	61	1.6%	0.2%[50 µM]	0.0%	-15.7%
CN1C(=O)c2ccccc2C(C(=O)O)C1c1cccc(F)c1 (stereo not drawn)	5.6%	22.2%	2.2%	-19.9%	1.7	57	4.1%	0.3%	0.0%	0.3%
CSCC(C)N1CCC(CCC(=O)NC2CC2)CC1 (stereo not drawn)	4.2%	9.7%	-13.6%	-11.6%	1.4	59	-3.2%	0.0%	-0.2%	-5.2%
CCN(CC)CCNC(=O)c1cc2c(=O)n(C)c3ccccc3c2s1	-9.5%	-2.9%	-15.4%	-8.4%	0.8	83	-3.1%	-0.2%	-0.1%	16.4%
N#Cc1c2n(c(=S)n(-c3ccccc3)c1=O)CCCCC2	-18.9%	8.0%	3.1%	-24.4%	2.1	78	-1.3%	0.0%	-0.1%	-5.9%
CCCc1cc(=O)[nH]c(SCC(N)=O)n1	-1.1%	4.4%	4.5%	-18.4%	0.2	56	-3.4%	3.6%	0.2%	5.2%
COc1cc2c3c(c1OC)C1(C=CC(=O)C=C1)CC3N(C(=O)c1ccccc1)CC2 (stereo not drawn)	-0.6%	16.8%	4.8%	12.4%	0.5	71	1.8%	1.7%	-0.1%	4.7%
COC(=O)c1ccccc1Oc1cnc2ccccc2n1	-5.0%	5.0%	-14.8%	-2.4%	0.6	50	-1.5%	0.2%	1.3%	6.1%
COc1ccc2cc(C(C)C(=O)Nc3cccc(S(=O)(=O)N(C)C)c3)ccc2c1 (stereo not drawn)	-0.5%	7.8%	11.4%	43.3%	2.9	47	3.3%	1.0%	-0.1%	5.7%

10 of the compounds above, with bars between the fields:
SMILES | GPR35 antagonists | GPR55 LPI antagonism | KOR beta-arrestin-1 | NOD1 inhibition | NTR1 ag | NTR1 ag cell count 20 µM | KOR beta-arrestin-2 | K1F lysis inhibition | GPR55 activation | MgcRacGAP inhibition
CN(C)c1nc(/C=C(\C#N)C(N)=O)c(Cl)n1-c1ccc(F)cc1 | 7.4% | 2.8% | -26.3% | -6.6% | 1.2 | 44 | 4.5% | 2.3% | -0.4% | 7.3%
Cc1c(O)ccc2c(CN(C)Cc3ccccc3)cc(=O)oc12 | 11.4% | 10.5% | 5.5% | 5.8% | 10.8 | 55 | 1.9% | 0.1% | -0.1% | 15.7%
Clc1c(-c2ccccc2)nc2ccccn12 | -2.4% | -3.8% | 20.1%[20 µM] | -51.9% | 1.8 | 50 | -2.1% | 0.0% | -0.1% | 3.1%
CC1(C)Cc2cccc(OCC(=O)NC3CC3)c2O1 | -2.0% | -8.2% | -52.4% | -1.6% | 0.6 | 74 | -3.9% | 0.2% | 0.2% | 0.3%
COc1ccc(CC(=O)NCCC(C)C)cc1S(=O)(=O)N1CCOCC1 | -2.7% | -11.2% | 9.8% | -39.2% | -0.4 | 62 | -3.5% | 0.7% | 0.2% | 4.9%
O=C(CCS(=O)(=O)c1ccc(Cl)cc1)OCC(=O)N1CCCCC1 | 8.5% | -5.6% | -4.7% | 6.1% | -0.3 | 34 | -3.7% | -0.2% | 0.0% | 0.1%
Cc1cc(C(F)(F)F)c(C#N)c(N2CCOCC2)n1 | -14.7% | -4.6% | -23.8% | -9.0% | 0.2 | 56 | 1.4% | 0.2% | 0.6% | 1.5%
Nc1c(Cl)cc(Cl)cc1C(=O)OCC(=O)N1CCOCC1 | 20.8% | 1.4% | -10.7% | -14.2% | -0.6 | 41 | -7.5% | 0.1% | -0.2% | 5.1%
CCn1c(SCC(=O)Nc2nc(-c3ccc(C)cc3)cs2)nnc1-c1ccccc1O | -5.0% | 23.3% | -7.3% | 42.7% | 24.6 | 57 | -1.0% | 0.3% | 0.2% | 8.6%
Cc1n[nH]c(C)c1S(=O)(=O)N1CCCC(C(=O)NC2CCCCC2)C1 (stereo not drawn) | -1.6% | 15.4% | 1.9% | -1.6% | 2.0 | 66 | -4.9% | -0.5% | 0.3% | 5.2%

Following part:
SMILES	GPR35 antagonists	GPR55 LPI antagonism	KOR beta-arrestin-1	NOD1 inhibition	NTR1 ag	NTR1 ag cell count 20 µM	KOR beta-arrestin-2	K1F lysis inhibition	GPR55 activation	MgcRacGAP inhibition
Cc1c(-c2ncn[nH]2)sc(C#N)c1-c1ccccc1	-17.0%	-4.7%	6.1%	-15.7%	0.7	52	-4.3%	0.5%	-0.3%	12.0%
c1ccc(OCCCCN2CCOCC2)cc1	9.1%	6.8%	-1.6%	-3.6%	-1.3	67	1.1%	8.0%	-0.1%	4.9%
COC(=O)c1ccc2nc(Nc3nc4ccc(F)cc4s3)sc2c1	-10.8%	6.2%	-9.9%	nt	nt	nt	-0.7%	6.3%	0.6%	11.9%
C[C@H](NC(=O)N1CCn2c1nc1ccccc12)C(=O)NC1CC1	-17.1%	5.0%	nt	-20.9%	1.6	49	nt	0.3%	-0.1%	8.0%
NC(=O)COC(=O)c1c2c(nc3ccccc13)CCCCC2	1.4%	-9.6%	-14.4%	-49.6%	-0.3	35	5.3%	0.1%	-0.6%	6.7%
COc1ccccc1C(=O)N1N=C(c2ccc(NS(C)(=O)=O)cc2)CC1c1cccs1 (stereo not drawn)	-4.5%	-12.4%	0.7%	0.1%	-0.3	75	-0.7%	-0.1%	0.0%	10.4%
COc1ccc(NC2(c3ccccc3)OC(=O)c3ccccc32)cc1 (stereo not drawn)	-0.8%	22.6%	0.3%	-22.1%	0.6	44	-2.5%	-0.6%	0.5%	7.7%
COc1ccccc1CN1C(=NC(=O)CCC2CCCC2)SC2CS(=O)(=O)CC21 (stereo not drawn)	-7.4%	7.7%	-16.8%	-13.5%	0.7	68	-1.1%	0.3%	-0.1%	4.6%
COc1ccc(S(=O)(=O)N2CCOC23CCN(C(=O)c2c(F)cccc2Cl)CC3)cc1	-3.0%	14.4%	-51.6%	-32.4%	2.2	42	-0.3%	0.2%	-0.1%	15.9%
C=C(C)COc1ccc(-c2nc(N)ncc2-c2ccc(Cl)cc2)c(O)c1	-16.4%	13.1%	38.3%	-3.8%	69.5*	78*	-3.5%	-0.1%	-0.1%	9.1%
COc1cc(Br)cc(/C=N/c2ncn[nH]2)c1O	15.2%	-5.7%	42.2%	24.4%	-0.3	60	-0.4%	3.0%	-0.1%	9.2%
CC(C)Cc1nnc(NC(=O)CCC(=O)NC2CCCCCCC2)s1	-11.4%	-4.6%	-21.3%	-23.5%	-0.7	48	6.1%	0.8%	-0.1%	4.7%
COc1ccc(NC(=O)c2ccc(-c3ccccc3Cl)o2)cc1	-14.1%	5.8%	-14.6%	-78.3%	1.3	98	-0.5%	-0.1%	-0.3%	5.6%
CCC/C(=N\NC(=O)CNC(=O)/C=C/c1ccco1)c1ccccc1	13.7%	2.6%	-1.6%	10.6%	2.3	69	-4.9%	2.4%[50 µM]	-0.2%	3.3%
C/C(Cn1cnc([N+](=O)[O-])n1)=N\NC(=O)c1ccc(O)cc1O	1.8%	10.4%	16.9%[20 µM]	2.9%	0.8	82	-0.7%	-0.8%	-0.2%	6.7%
O=C(Nc1cccc(F)c1)c1c(O)c2ccccc2[nH]c1=O	-0.8%	-23.2%	0.9%[20 µM]	-3.7%	0.8	61	-8.4%	0.0%	-0.1%	4.5%
CC(=O)N1CCN(c2ccc(NCc3cccs3)cc2)CC1	1.8%	8.3%	9.5%	nt	-2.0	87	2.0%	3.4%	-0.1%	14.1µM*
Cc1cc(C(=O)CC#N)c(C)n1CC(F)(F)F	-2.2%	4.0%	-7.4%	25.9%	0.5	59	9.5%	-0.1%	-1.7%	0.8%
O=C(N/N=C/c1sc(=O)n(-c2ccccc2)c1Cl)c1ccccc1	-12.4%	19.6%	-9.3%	-55.9%	-1.3	75	3.7%	0.2%	-0.1%	-2.6%
CCOC(=O)CC(=O)Nc1ccc(C)cc1	13.5%	-10.0%	-0.4%	2.0%	2.0	47	-4.4%	-0.5%	0.3%	-1.7%
COc1ccc(-c2cc(C(=O)N3CCCC3)no2)cc1	18.7%	-0.9%	2.8%	24.7%	1.2	31	-4.7%	-0.2%	-0.3%	4.8%
Cc1sc(NC(=S)NC(=O)CCc2ccccc2)c(C(N)=O)c1C	-3.3%	5.6%	-74.3%	-16.2%	nt	nt	12.2%	1.9%	-0.3%	10.9%

The list is partial; the hit share may differ from the screen's.
